Compound activity: PubChem BioAssay, National Center for Advancing Translational Sciences (NCATS)
D1 potentiator = Potentiators of Human D1 Dopamine Receptor: qHTS | D(1A) dopamine receptor (Homo sapiens), P21728 | HEK293 TREx D1 cells, calcium flux, dopamine EC20 potentiation | potentiation, % at 10 µM | hit rate 0.036% among 360,000; in the data active means potentiation above about 30%; further: 0% is about no effect
RXFP1 agonist = qHTS Assay for Agonists of the Relaxin Receptor RXFP1; Relaxin receptor 1 (Homo sapiens), Q9HBX9; HEK293T-RXFP1 cAMP TR-FRET, 30 min; response scale: percent of porcine relaxin response, buffer zero; Potency, µM (top dose mostly 57.5 µM), for inactives: at the top dose activation, actives largely listed as activators; hit rate 0.3% among 370,000; AID 2676, 2010; further: potency means the concentration at half of the fitted maximal effect; on the % scale 0 is the no-effect control and ±100 the full control effect; nearly all actives have a fitted effect of over 60% in size; many of its hits are not listed in these tables
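HEK293T cells stably expressing RXFP1 were pretreated with the PDE4 inhibitor Ro 20174, exposed to compounds for 30 min at 37C, lysed, and cAMP was read by TR-FRET. Data normalized to buffer (basal) and 29 nM porcine relaxin (100%).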
D2 potentiator = HTS Assay for Positive Allosteric Modulators of the Human D2 Dopamine Receptor: Primary Screen for Potentiators. hit rate 0.34% among 340,000. potentiation, % at 10 µM. HEK293 T-REx D2, calcium flux, EC20 dopamine potentiation. AID 485347, 2010. D(2) dopamine receptor (Homo sapiens), P14416;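 active means potentiation over 3 SD above the plate norm, cut at about 30% in these data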; further: 0% is about no effect
Target sequence (P14416 whole entry, looked up): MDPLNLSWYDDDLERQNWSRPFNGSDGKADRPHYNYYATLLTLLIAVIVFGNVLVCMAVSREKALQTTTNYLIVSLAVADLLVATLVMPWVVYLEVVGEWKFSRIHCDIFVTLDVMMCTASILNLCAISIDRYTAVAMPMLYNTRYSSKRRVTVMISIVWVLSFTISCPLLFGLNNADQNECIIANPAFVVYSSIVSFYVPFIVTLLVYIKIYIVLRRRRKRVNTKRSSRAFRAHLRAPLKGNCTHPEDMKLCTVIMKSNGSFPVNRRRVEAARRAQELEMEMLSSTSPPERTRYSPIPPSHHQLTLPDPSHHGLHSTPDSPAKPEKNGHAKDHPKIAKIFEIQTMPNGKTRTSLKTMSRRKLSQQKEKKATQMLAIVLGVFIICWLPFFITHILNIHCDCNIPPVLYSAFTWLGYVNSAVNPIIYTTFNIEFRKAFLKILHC
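Primary screen. Calcium kinetics in induced HEK293 T-REx D2 cells: compound pre-addition 180 s, EC20 dopamine, 180 s more.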
TRHR ag = qHTS for Small Molecule Agonists and Allosteric Enhancers of Human TRH Receptor: Primary Screen for Agonists | hit rate 0.18% among 360,000 | TRHR cells, calcium flux fluo-8, FDSS agonist mode | activation, % at 2 µM | Thyrotropin-releasing hormone receptor (Homo sapiens), P34981; in the data active means activation above about 30%; further: 0% is about no effect
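Agonist-mode FDSS calcium read (Ex 480/Em 530, 1 s cycles) in 1536-well TRHR cells with fluo-8 dye, after 10-cycle baseline and 23 nL compound addition; TRH at EC20 (10 nM final) added afterwards for the enhancer phase.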
TRHR PAM = qHTS for Small Molecule Agonists and Allosteric Enhancers of Human TRH Receptor: Primary Screen for Enhancers; Thyrotropin-releasing hormone receptor (Homo sapiens), P34981; TRHR cells, fluo-8 calcium fluorescence, EC20 TRH enhancement; enhancement, % at 2 µM; hit rate 0.66% among 360,000; in the data active means enhancement above about 30%; further: 0% is about no effect
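Enhancer read-out: after compound pinning and an initial kinetic agonist-mode read, an EC20 of TRH (10 nM final) was injected and fluo-8 calcium signal (Ex 480/Em 530) followed at 1 s/cycle for 100 cycles in TRHR-expressing cells.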
RXFP1 antagonist = qHTS Assay for Antagonists of the Relaxin Receptor RXFP1 | HEK293-RXFP1, relaxin-stimulated cAMP HTRF, 30 min; stronger effect = lower value | activity change, negative = inhibition, % at 57.5 µM | hit rate 0.59% among 350,000 | AID 1259400, 2018;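 active means activity change of -60% or lower, but not beyond a set lower limit; inconclusive means change between -60% and -40%, or beyond the set limit; inactive means change above -40%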; further: on the % scale 0 is the no-effect control and ±100 the full control effect
Anesthetic bind = qHTS Assay for Identification of Novel General Anesthetics; hit rate 0.074% among 350,000; Ferritin light chain (Equus caballus), P02791; apoferritin/1-aminoanthracene competitive binding, fluorescence; Potency, µM (doses to about 77.5 µM), for inactives: top-dose activity change, negative = displacement, actives largely listed as inhibitors; further: potency means the concentration at half of the fitted maximal effect; on the % scale 0 is the no-effect control and ±100 the full control effect; nearly all actives have a fitted effect of over 20% in size
Target sequence (P02791 2-175 limits assumed): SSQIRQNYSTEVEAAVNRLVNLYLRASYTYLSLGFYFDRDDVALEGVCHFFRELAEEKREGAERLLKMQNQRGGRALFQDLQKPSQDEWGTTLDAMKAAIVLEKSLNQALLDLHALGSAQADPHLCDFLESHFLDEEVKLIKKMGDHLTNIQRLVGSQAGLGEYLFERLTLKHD
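Probe: 1-aminoanthracene (50% saturated, PBS). Protein: horse-spleen apoferritin, 10 uM. Incubation: 10 min, room temperature. Detection: 380 nm excitation, 535 nm emission. Analysis: normalized response, four-parameter Hill.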
D1 antag = Antagonist of Human D 1 Dopamine Receptor: qHTS | HEK293 TREx D1 cells, calcium flux, dopamine EC80; stronger effect = lower value | hit rate 3.2% among 360,000 | activity change, negative = inhibition, % at 10 µM | D(1A) dopamine receptor (Homo sapiens), P21728; in the data active means activity change below about -30%; further: on the % scale 0 is the no-effect control and ±100 the full control effect
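HEK293 T-REx cells expressing inducible, force-coupled D1 receptor; no-wash Ca dye, 30–90 min RT. Cmpd → 180 s read at 1 Hz → EC80 DA → 180 s read.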
D1 ag = Allosteric Agonists of the Human D1 Dopamine Receptor: qHTS. D(1A) dopamine receptor (Homo sapiens), P21728. activation, % at 2 µM. hit rate 1% among 360,000. HEK293 T-REx D1 cells, calcium flux, agonist mode. AID 504660, 2011; in the data active means activation above about 30%; further: 0% is about no effect
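Agonism was scored from calcium flux recorded over 180 s (1 read/s) after pintool compound addition, following a 10-cycle baseline. Cells were inducible force-coupled HEK293 TREx D1, plated overnight at 30 C and loaded with no-wash calcium dye.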
The depositor's hits bear a star; ? = inconclusive; / = not tested or not shown; [ ] = remark or other dose. Unless noted, the call rests on the fitted dose curve; in most records, active means well fitted curve in the direction sought with a large enough effect; inconclusive means small, poorly fitted or top-dose-only effect, or another doubt; inactive means no such curve, though single readings can be large; an effect the other way counts as inactive or inconclusive. The list is partial; rates above refer to the full screens.

compound | TRHR PAM | RXFP1 antagonist | D1 antag | TRHR ag | D1 potentiator | Anesthetic bind | RXFP1 agonist | D1 ag | D2 potentiator
CN(C)CCNC(=O)c1cccn(Cc2cccc(C(F)(F)F)c2)c1=O | -5.6 | 3.3 | 4.9 | 0.2 | -3.1 | -2.6% | 5.2% | 6.0 | 1.1
Cc1ccc(-n2c(O)c(C=NCCN3CCOCC3)c(=O)[nH]c2=O)cc1 | 7.8 | -10.0 | -10.3 | -0.7 | -0.7 | -9.3% | -2.1% | 2.9 | -1.2
CCCc1nc2ccccc2c(=O)n1-c1ccc(O)cc1 | 3.4 | 7.4 | 5.0 | 0.3 | -0.6 | -5.1% | 1.7% | 0.7 | 2.7
O=C1NCN(c2ccccc2)C12CCNCC2 | 0.8 | -11.2 | -9.7 | -0.1 | -0.8 | -9.8% | 1.0% | 3.3 | 2.8
O=C1c2ccccc2C(=O)N1SC1CCCCC1 | -3.6 | -18.4 | 17.3 | 11.4 | 5.3 | ? | 2.9% | 2.5 | 16.6
CC1=NN(c2ccccc2)C(=O)/C1=C/c1c(O)[nH]c(=O)[nH]c1=O | 3.2 | -12.2 | 17.9 | 0.2 | -1.6 | -10.9% | 0.6% | 4.4 | -0.9
COC(=O)C1=C(C)OC(N)=C(C#N)C12C(=O)Nc1ccccc12 (stereo unspecified) | -10.4 | 9.7 | 7.8 | -0.6 | 0.3 | -4.8% | -1.3% | 5.6 | 1.3
CCc1ccccc1N1C(=O)/C(=C/c2ccc(N3CCN(C)CC3)o2)C(=O)NC1=S | 11.8 | -16.6 | 2.0 | 16.7 | -4.3 | -0.9% | -0.5% | 70.8* | 7.6
COC(=O)C1=C(c2c(C)noc2C)C[C@@H]2CC[C@H]1N2C(=O)N1CCC(O)CC1 | 6.3 | / | -10.0 | 0.2 | 0.0 | / | 0.3% | -1.5 | 12.1
CC(=O)c1ccc(OCC(=O)N2CCCC(N3CCN(c4ccccc4C)CC3)C2)cc1 (stereo unspecified) | -3.9 | -14.8 | -1.6 | 0.2 | -1.8 | -12.2% | 1.4% | 1.2 | 6.1
Cc1ccccc1CN1CCc2nc(N3CCN(c4ccccn4)CC3)ncc2C1 | -4.3 | -19.6 | 0.0 | -0.5 | -0.2 | 45.4%[activator] | 14.2% | 3.5 | -15.7
CC1(C)CC(=O)C(C=NCCN2CCN(C(=O)Cc3ccc(Cl)cc3)CC2)=C(O)C1 | -5.7 | -22.4 | -6.7 | -0.8 | -0.3 | 1.2% | -0.7% | 0.3 | 4.8
COc1ccc(CCNC(=O)COC(=O)Cc2ccccc2)cc1 | 2.8 | 7.3 | -1.6 | -1.2 | 9.9 | -5.9% | 0.8% | 3.6 | /
Cc1cc(OCC(=O)N2CCN(CCc3ccccn3)CC2)cc(C)c1Cl | 8.8 | -5.4 | 8.1 | -0.4 | -0.6 | -5.0% | 5.4% | -0.1 | /
COC(=O)C1=C(c2ccc(OC)c(OC)c2)C[C@@H]2CC[C@H]1N2C(=O)NCCOc1ccccc1 | -1.8 | / | / | -0.7 | 2.8 | / | 1.1% | -3.7 | 15.6
Cc1[nH]c2ccccc2c1C(=O)C(=O)N1CC2CC(C1)c1cccc(=O)n1C2 (stereo unspecified) | -2.0 | -35.4 | 6.3 | -0.1 | -0.7 | -3.4% | 1.9% | 2.6 | 3.0
CC(C)n1c(=O)c(C=Nc2ccc(S(N)(=O)=O)cc2)c(O)n(Cc2ccco2)c1=O | 5.9 | 6.0 | 5.2 | -0.1 | 1.6 | -7.2% | -1.6% | 4.7 | 1.8
O=c1c2ccccc2nc(CSc2ncnc3nc[nH]c23)n1-c1ccccc1Cl | -2.9 | 4.5 | -4.8 | 0.3 | -3.6 | -9.6% | 1.5% | 1.6 | 5.3
Cc1ccccc1-n1c(C)nc2ccccc2c1=O | -5.8 | 8.3 | -1.5 | -1.2 | -4.8 | -8.1% | -1.2% | 1.0 | 30.9*

Record cards, from the list above:
Cc1ccccc1CN1CCc2nc(N3CCN(c4ccccn4)CC3)ncc2C1 across the screens: TRHR PAM = -4.3; RXFP1 antagonist = -19.6; D1 antag = 0.0; TRHR ag = -0.5; D1 potentiator = -0.2; Anesthetic bind = 45.4%[activator]; RXFP1 agonist = 14.2%; D1 ag = 3.5; D2 potentiator = -15.7
CN(C)CCNC(=O)c1cccn(Cc2cccc(C(F)(F)F)c2)c1=O across the screens: TRHR PAM = -5.6; RXFP1 antagonist = 3.3; D1 antag = 4.9; TRHR ag = 0.2; D1 potentiator = -3.1; Anesthetic bind = -2.6%; RXFP1 agonist = 5.2%; D1 ag = 6.0; D2 potentiator = 1.1

Seven entries from above, arranged by heavy-atom count, lowest first.
compound | TRHR PAM | RXFP1 antagonist | D1 antag | TRHR ag | D1 potentiator | Anesthetic bind | RXFP1 agonist | D1 ag | D2 potentiator
Cc1ccccc1-n1c(C)nc2ccccc2c1=O | -5.8 | 8.3 | -1.5 | -1.2 | -4.8 | -8.1% | -1.2% | 1.0 | 30.9*
CC1=NN(c2ccccc2)C(=O)/C1=C/c1c(O)[nH]c(=O)[nH]c1=O | 3.2 | -12.2 | 17.9 | 0.2 | -1.6 | -10.9% | 0.6% | 4.4 | -0.9
COc1ccc(CCNC(=O)COC(=O)Cc2ccccc2)cc1 | 2.8 | 7.3 | -1.6 | -1.2 | 9.9 | -5.9% | 0.8% | 3.6 | /
Cc1cc(OCC(=O)N2CCN(CCc3ccccn3)CC2)cc(C)c1Cl | 8.8 | -5.4 | 8.1 | -0.4 | -0.6 | -5.0% | 5.4% | -0.1 | /
O=c1c2ccccc2nc(CSc2ncnc3nc[nH]c23)n1-c1ccccc1Cl | -2.9 | 4.5 | -4.8 | 0.3 | -3.6 | -9.6% | 1.5% | 1.6 | 5.3
CC1(C)CC(=O)C(C=NCCN2CCN(C(=O)Cc3ccc(Cl)cc3)CC2)=C(O)C1 | -5.7 | -22.4 | -6.7 | -0.8 | -0.3 | 1.2% | -0.7% | 0.3 | 4.8
COC(=O)C1=C(c2ccc(OC)c(OC)c2)C[C@@H]2CC[C@H]1N2C(=O)NCCOc1ccccc1 | -1.8 | / | / | -0.7 | 2.8 | / | 1.1% | -3.7 | 15.6
